Screening results from PubChem.
ARNT TACC3 PPI: disruptors of ARNT/TACC3 protein interaction, primary screen, biochemical, AlphaScreen, single concentration; AID 623870, 2012; AlphaScreen His-ARNT PAS-B/GST-TACC3 binding, luminescence; TACC3 fragment carries E629A point mutation; 390,000 tested, 0.66% active; Transforming acidic coiled-coil-containing protein 3 (Homo sapiens), Q9Y6A5; inhibition, % at 9.99 µM;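 active = mean inhibition of replicates at least 50% and at least half of replicates each reaching 50%; inconclusive = half or more replicates reach 50% but mean below 50%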;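 also: 0% = complete ARNT plus TACC3 wells and 100% = ARNT alone without TACC3; many hits fall short of the cut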
Cneo AK release: Cryptococcus neoformans cell lysis inducers, primary screen, AK release luminescence, single concentration; C. neoformans lysis, adenylate kinase release luminescence, 4 h; normalised: neutral wells 0, clomiphene wells 100; lysis activity, % at 15 µM; 360,000 tested, 0.2% active;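 active = mean lysis activity across replicates of at least 80%, whatever share of replicates individually reach that level; inactive = mean lysis activity below 80%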
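Schedule: static 4 h at 37 °C with compound, 1 h detection; system: C. neoformans cells; benchmarks: Clomiphene as positive control; buffer or medium: fresh YPD medium; measure: luminescence rise reflecting yeast cell lysis; measured by: luminescent adenylate kinase detection reagent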
SIRT5 block: SIRT5 desuccinylase inhibitors, primary screen, biochemical, fluorescence imaging, single point, set 5. NAD-dependent protein deacylase sirtuin-5, mitochondrial (Homo sapiens), Q9NXA8. Purified SirT5, succinyl-peptide AMC, trypsin-coupled fluorescence. inhibition, % at 15 µM. 330,000 tested, 1.1% active. AID 652115, 2013; in the data active = inhibition above about 15%; inconclusive = no clear call, values can overlap the other calls
Target sequence (Q9NXA8 whole entry, looked up): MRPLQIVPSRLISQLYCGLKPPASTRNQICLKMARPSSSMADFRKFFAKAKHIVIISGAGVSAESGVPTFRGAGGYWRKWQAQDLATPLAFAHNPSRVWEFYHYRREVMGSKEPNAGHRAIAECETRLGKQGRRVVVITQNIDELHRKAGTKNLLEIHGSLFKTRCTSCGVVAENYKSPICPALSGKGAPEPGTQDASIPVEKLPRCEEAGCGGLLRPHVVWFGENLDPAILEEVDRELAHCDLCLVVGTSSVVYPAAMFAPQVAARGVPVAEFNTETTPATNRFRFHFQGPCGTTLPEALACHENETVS
miR122 inh: miR-122 Renilla sensor signal increase in Huh7, primary screen, miR-122 inhibitor project, cell-based, single point, plate reader | Huh7 miR-122 Renilla luciferase sensor, 48 h; neutral wells = 0, positive control = 100 | activation (reporter increase), % at 12.5 µM | 340,000 tested, 0.3% active;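 active = mean replicate activation score at least 90 and every replicate individually at or above 90; inconclusive = only one of the two criteria met; inactive = neither criterion met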;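 also: higher luciferase means less miR-122 activity so hits act as miR-122 inhibitors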
ERp5 block: inhibitors of ERp5-driven insulin aggregation, primary screen, biochemical, turbidity, absorbance 650 nm, single point | Protein disulfide-isomerase A6 (Homo sapiens), Q15084 | 90 min | inhibition, % at 9.99 µM | 350,000 tested, 0.05% active | AID 651711, 2012;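 active = mean replicate inhibition above about 25%, with every replicate also reaching it, limit read from the data, passing the limit was not always enough; inconclusive = only one of those two criteria met; inactive = neither criterion met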
Target sequence (Q15084 whole entry, looked up): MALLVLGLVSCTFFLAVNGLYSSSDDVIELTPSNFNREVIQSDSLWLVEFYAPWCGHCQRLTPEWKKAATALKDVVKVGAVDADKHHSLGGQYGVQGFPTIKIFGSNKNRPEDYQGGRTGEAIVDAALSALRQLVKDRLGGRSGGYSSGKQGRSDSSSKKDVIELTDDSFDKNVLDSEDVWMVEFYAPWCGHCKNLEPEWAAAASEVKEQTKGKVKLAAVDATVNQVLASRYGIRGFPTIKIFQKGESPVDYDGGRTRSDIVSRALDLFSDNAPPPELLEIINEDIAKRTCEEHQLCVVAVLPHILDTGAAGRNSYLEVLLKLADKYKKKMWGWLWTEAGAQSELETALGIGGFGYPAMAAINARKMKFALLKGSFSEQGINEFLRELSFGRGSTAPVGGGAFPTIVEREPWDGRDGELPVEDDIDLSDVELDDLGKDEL
C2C12 statin: suppressors of statin myotoxicity in C2C12 myotubes, primary screen, cell-based, single point, plate reader; 330,000 tested, 0.78% active; AID 602340, 2012; rescue of ATP level, % at 7.49 µM; C2C12 myotubes + simvastatin, ATP luminescence, 48 h; scaled: DMSO 0, geranylgeraniol control 100;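 active = mean ATP rescue above about 67%, or every replicate alone reaching that limit, limit read from the data, passing the limit was not always enough; inconclusive = no clear call, values can overlap the other calls; inactive = mean under the limit and some replicate under it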;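 also: myotubes were challenged with 10 µM simvastatin during compound exposure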
esBAF inh: Bmi1 luciferase reporter increase in mESCs, primary screen, esBAF inhibitor project, mouse ES cells, Bmi1 luciferase knock-in, single point. 24 h; 100% = twice the neutral-well signal. reporter increase, % at 12.5 µM. 350,000 tested, 2% active. AID 602393, 2012; in the data active = activation above about 40%; inconclusive = no clear call, values can overlap the other calls;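 also: 0% = median of the plate's neutral control wells and 100% = double that signal; a rise in the Bmi1 reporter signal indicates esBAF inhibition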
Starred values were filed as active, the others as inactive; ? = inconclusive; · = not tested or not shown; [ ] = remark or other dose. This is a random part of the collection; about 4% have a hit in one of these screens.

Molecule	miR122 inh	SIRT5 block	C2C12 statin	ERp5 block	esBAF inh	ARNT TACC3 PPI	Cneo AK release
Cc1cc(C(=O)Nc2cccc3c2O[C@H](CN(C)Cc2ccc(C(F)(F)F)cc2)[C@H](C)CN([C@H](C)CO)C3=O)n(C)n1	1.4[16.7 µM]	-0.7	5.2	-6.4	-2.3	-5.4	7.2
O=S(=O)(NC1CCCCCC1)c1ccc(Br)s1	68.2	·	4.8	·	-2.9	·	-0.8
Cc1cccc(C)c1NC(=O)Nc1nnc([C@H]2C[C@H](O)[C@@H](CO)O2)s1	3.2	10.8	7.3	-6.6	3.0	·	-0.9
O=C(CN1C(=O)NC2(CCCCC2)C1=O)Nc1cc(C(F)(F)F)ccc1N1CCOCC1	4.5	-6.7	-5.1	2.5	2.2	13.5	-0.6
Cc1ccc(N(C(=O)C(F)(F)F)C(C(=O)NC2CCCCC2)c2ccncc2)cc1C (configuration not stated)	-3.8	-5.7	·	-2.9	·	-1.5	-2.1
NC(=O)C1(Nc2ccc(C(=O)O)cc2)CCCC1	4.6	-2.8	-2.6	3.4	0.1	-8.2	0.5
CCOC(=O)N1CCC(c2nc(C)sc2C(=O)O)CC1	5.5	·	·	·	-8.6	-9.9	-3.3
NC(=O)CC(NC(=O)c1ccc(Br)cc1)c1ccc(N2CCN(c3ccc(F)cc3)CC2)c([N+](=O)[O-])c1 (configuration not stated)	·	·	18.0	5.0	-2.0	-17.3	-0.8
CCOc1ccc(NC(=O)c2ccc(NCC(=O)N3CCCCCC3)cc2)cc1	·	-1.1	·	-5.2	·	13.3	·
C[C@@H]1CN([C@@H](C)CO)C(=O)c2cc(NC(=O)C3CC3)ccc2O[C@@H]1CN(C)C(=O)Nc1ccccc1	4.6[16.7 µM]	1.6	6.9	4.7	-2.6	7.5	-33.6
CN(C)c1ncc(S(=O)(=O)c2ccc(Cl)cc2)c(-c2ccccc2)n1	-4.3	·	6.0	·	3.7	-7.0	-1.4
CSc1ccc(/C=N/N2CCN(Cc3ccccc3Cl)CC2)cc1	·	-6.8	·	0.1	·	7.8	·
CC(=O)Nc1ncc(Cc2cc(Cl)ccc2Cl)s1	·	-2.0	·	1.4	·	0.2	·
COc1ccc(NC(=O)Nc2ccc3c(c2)CC(=O)N([C@@H](C)CO)C[C@H](C)[C@@H](CN(C)S(=O)(=O)c2ccc(Cl)cc2)O3)cc1	4.3[16.7 µM]	0.5	15.5	4.0	-3.8	·	·
COc1ccc2c3c(c(=O)oc2c1OCC(N)=O)CCCC3	-3.8	·	-6.9	·	-5.8	0.8	-0.4
Cc1ccc2c(c1)[nH]c1c(=O)n(CCCN3CCOCC3)cnc12	0.8	·	18.2	·	11.9	0.3	-7.2
CO[C@@H]1CN(C)C(=O)c2cc(NC(=O)C3CCC3)ccc2OC[C@@H](C)N(C)C[C@H]1C	·	-7.5	-5.6	10.6	7.6	-0.2	-0.2
CCCC(=O)N1CCC1(C)C(=O)Nc1cc(OC)c(OC)c(OC)c1 (configuration not stated)	2.1	0.8	9.9	-5.2	0.3	·	0.1
COc1ccc(C(c2nnnn2-c2c(C)cccc2C)N2CCN(C/C=C/c3ccccc3)CC2)cc1 (configuration not stated)	11.5	-9.7	-8.1	2.6	-1.8	·	-10.5
C/C(=N\O)c1ccn(S(=O)(=O)c2ccc(Cl)cc2)c1	-2.5	-4.1	-3.0	-6.1	1.1	-1.6	-3.6
CCc1ccccc1NC(=O)NCc1ccccn1	0.4	-2.7	4.1	0.2	-2.0	-1.0	3.4
C[C@H]1CN([C@@H](C)CO)C(=O)Cc2cc(NC(=O)CCC(F)(F)F)ccc2O[C@H]1CN(C)Cc1ccc(C(=O)O)cc1	1.4[16.7 µM]	-1.9	-5.6	1.8	1.8	3.0	-1.4
Cc1ccc(N2C(=O)C3C4C=CC(CNC(=S)N5CCN(c6ccccn6)CC5)(O4)C3C2=O)cc1 (configuration not stated)	-2.4	0.0	-1.1	-1.2	-9.7	-3.8	·
CCC(=O)Nc1ccc2c(c1)C(=O)N(C)[C@H]1CC[C@@H](CC(=O)NCCOC)O[C@@H]1CO2	-4.9[16.7 µM]	-0.4	-7.2	13.3	2.9	-4.1	-0.9
O=S(=O)(c1ccccc1Br)N1CCN(c2ncccn2)CC1	-3.5	-2.8	2.9	2.1	-5.3	3.5	0.8
Cc1ccccc1NC(=O)CN1C(=O)COc2ccc(S(=O)(=O)N3CCCC3)cc21	·	-1.7	14.1	2.8	7.4	-10.4	0.4
CS(=O)(=O)Nc1cccc(C(=O)CC2(O)C(=O)Nc3ccccc32)c1 (configuration not stated)	-5.0	·	6.4	·	12.2	-11.2	-2.8
O=C1/C(=C/c2ccc(O)c(O)c2)Oc2cc(O)ccc21	-2.5	6.0	-7.0	-5.4	27.7	30.2	-3.5
COc1ccc(C(=O)NC2CCCc3c2cnn3-c2ccccc2F)o1 (configuration not stated)	0.6	-0.4	-3.0	6.0	8.4	-15.5	-4.7
CCc1ccc(Oc2cc(C)nc(N)n2)cc1	·	·	-2.6	·	60.6*	-5.3	4.8
CC(=O)C1=C(O)C(=O)N(C2CCCCC2)C1c1ccccc1 (configuration not stated)	6.1	·	4.2	·	5.4	-0.5	-0.7
O=C(C1=COCCO1)N1CCN(C(c2ccccc2)c2ccccc2)CC1	4.8	·	14.0	·	15.5	1.7	1.6
Nc1nc(COC(=O)C2CCN(C(=O)c3ccc(Cl)cc3)CC2)nc(Nc2ccccc2)n1	0.0	-2.0	1.3	-7.3	9.4	4.3	-2.3
CN(C)c1ccc(/C=N/NC(=O)COc2ccccc2)cc1	-1.7	-2.6	2.1	3.6	14.6	-35.7	-1.1
C[C@H](CO)N1C[C@H](C)[C@@H](CN(C)C)Oc2ccc(NS(=O)(=O)c3ccc(Cl)cc3)cc2CC1=O	0.7[16.7 µM]	0.8	3.2	5.2	-4.2	-9.8	-5.5
COc1cccc(Cn2c(-c3cccs3)noc2=O)c1	18.1	·	-7.9	·	3.9	12.7	-3.0
CCN1C(=O)C(C)S/C1=N\S(=O)(=O)c1ccc(Cl)s1 (configuration not stated)	1.3	·	135.9*	·	-6.2	-0.4	-0.9
N#Cc1cccc(-c2ccc([C@H]3[C@H]4CN(C(=O)Nc5cccc(F)c5)CCCCN4[C@H]3CO)cc2)c1	-8.6[16.7 µM]	4.3	4.2	-0.2	5.5	-8.1	1.2
CN(C)CC(O)COc1cc2ccccc2cc1C(=O)N1CCCCC1 (configuration not stated)	12.6	·	11.5	·	0.2	-1.0	0.4
O=S(=O)(Nc1ncccn1)c1ccc(NC(=S)NCc2ccco2)cc1	·	6.8	·	?	·	-8.3	·
Oc1c(Cl)cc(Cl)cc1C=Nc1cc(C(F)(F)F)ccc1N1CCc2ccccc2C1	18.2	-1.5	-58.3	-0.7	17.2	-2.8	-3.3
Cc1ccc(NS(=O)(=O)c2ccc3c(c2)NC(=O)CCS3)cc1C	?	0.2	22.3	0.0	1.7	·	1.1
Nc1c(C(=O)c2ccc(Br)s2)oc2ccccc12	6.9	·	20.1	·	74.1*	2.2	1.9
C=CCn1c(SCC(=O)Nc2nnc(CC)s2)nnc1-c1ccncc1	-5.9	0.6	7.3	2.0	-1.4	·	0.2
C[C@@H]1CN([C@@H](C)CO)C(=O)c2cccc(NC(=O)c3ccc(-c4nccs4)cc3)c2O[C@H]1CN(C)CC1CC1	-1.5[16.7 µM]	-0.9	9.9	-0.7	7.1	-6.1	0.4
C[C@@H]1CN([C@@H](C)CO)S(=O)(=O)c2ccc(C3=CCCC3)cc2O[C@H]1CN(C)CC1CC1	-5.4[16.7 µM]	1.5	-100.8	-5.9	-4.1	7.5	-0.6
CCCc1nc(NCc2ccc3c(c2)OCO3)c2nnn(Cc3ccccc3Cl)c2n1	·	·	4.1	·	-5.8	-2.3	-0.1
O=C(NCc1cccs1)c1ccc(CS(=O)Cc2cccc(Cl)c2)o1 (configuration not stated)	2.9	2.5	26.7	-5.7	3.6	1.9	-1.4
O=C(c1cc2cc(Cl)ccc2[nH]1)N1CCN(c2ccccn2)CC1	-3.1	0.8	28.1	-8.4	7.8	-5.7	2.2
Cc1noc(C)c1CSCC(=O)N(CC(C)C)c1c(N)n(Cc2ccccc2)c(=O)[nH]c1=O	·	-1.4	1.4	-1.2	2.2	2.5	·
O=C(/C=C/c1ccc(Cl)c([N+](=O)[O-])c1)Nc1cccnc1	2.4	·	·	·	53.3*	3.3	-0.8
O=C1c2cccc3cccc(c23)C(=O)N1CCCc1n[nH]c(=S)n1-c1ccccc1	·	0.7	·	1.7	·	6.2	·
CC(=O)Nc1cc(NC(C)=O)cc(C(=O)OCC(=O)c2ccc3c(c2)NC(=O)CO3)c1	1.8	0.5	8.4	-2.0	-4.3	-5.9	-2.4
C[C@H]1CN([C@@H](C)CO)C(=O)Cc2cc(NC(=O)Nc3ccc(F)cc3)ccc2O[C@@H]1CN(C)CC1CC1	-0.3[16.7 µM]	0.4	0.0	-3.6	-2.9	-0.2	64.4
O=C(N/N=C/c1cccnc1)c1cccc(NC(=O)c2cccc(Br)c2)c1	-4.4	-1.7	17.8	2.0	9.9	·	0.4
CC(N=C(NS(=O)(=O)c1ccc(Cl)cc1)c1ccccc1)C(=O)O (configuration not stated)	1.3	·	1.1	·	1.8	-0.3	1.0
Cc1cc(Cl)ccc1OCC(=O)N/N=C1\CCCc2ccccc21	-2.1	·	12.6	·	-2.0	-1.6	-0.9
C[C@H](CO)N1C[C@H](C)[C@H](CN(C)C)Oc2ncc(-c3cc4ccccc4o3)cc2C1=O	6.9[16.7 µM]	-7.0	19.1	-3.2	2.9	-7.4	1.2
COc1ccc(Br)cc1S(=O)(=O)N1CCN=C1C	45.4	·	-3.9	·	-12.3	-3.3	6.3

Looked up above.
Under Cneo AK release, O=C(c1cc2cc(Cl)ccc2[nH]1)N1CCN(c2ccccn2)CC1 is entered as 2.2
Under Cneo AK release, O=C(NCc1cccs1)c1ccc(CS(=O)Cc2cccc(Cl)c2)o1 (configuration not stated) is entered as -1.4
